LGR2 antag: blocks bursicon-induced cAMP signaling via Drosophila LGR2; HEK293 LGR2, CRE-luciferase, bursicon-stimulated, 4 h; inhibition, % at 9.99 µM; 380,000 tested, 0.35% active;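 active = drop in luminescence signal, shown as inhibition above about 50% in the replicate tests, limit read from the data, passing the limit was not always enough; inconclusive = probably only some replicates passing the limit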;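 also: agonist challenge used bursicon conditioned medium at about half maximal strength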
PAX8 inh HTS: PAX8 transcriptional activity inhibition; RMG-I TPO-luciferase reporter, SteadyGlo, 24 h; inhibition, % at 12.6 µM; 360,000 tested, 1.2% active; AID 652154;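 active = mean replicate inhibition at least 60% with every replicate also reaching 60%; inconclusive = only one of the two criteria is met; inactive = mean below 60% and not all replicates reaching 60%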;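 also: luciferase light reporting Pax8 driven TPO promoter activity; plate controls were median of neutral control wells for no effect and mitoxantrone controls for full effect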
* = called active by the depositor; ? = inconclusive.

SMILES | LGR2 antag | PAX8 inh HTS
COc1ccc(N2C[C@@]3(O)CC[C@@H](O)[C@@H](OC)[C@@H]3[C@@]2(C)[C@H](O)CC=C(C)C)cc1 | -10 | 2
O=C(O)C1C(c2ccccc2)=C1c1ccc(Br)cc1 (configuration not stated) | -25 | 3
CC(C)C[C@H]1CN(CCCC[C@H]2CNC(=O)C(=O)N2Cc2ccccc2)C(=O)C(=O)N1CCc1ccccc1 | 22 | -7
CCc1noc(C)c1C(=O)OCC(=O)c1ccc(NC(=O)CC(C)C)cc1 | 11 | 2
COC(=O)[C@H](Cc1ccccc1)N[C@H](c1ccc(OC)cc1)[C@@H](O)Cc1ccccc1 | 1 | -11
O=C(C(=O)N1CCC(CNC(=O)c2sc3ccccc3c2Cl)CC1)c1cccs1 | 21 | 9
O=C(NCCc1ccccc1Cl)[C@@H]1CCCN1C(=O)[C@H](Cc1cccnc1)NC(=O)N1CCOCC1 | -14 | -1
O=C(NC1CCCC1)[C@@H]1CCCN1C(=O)[C@@H](NS(=O)(=O)c1ccc(F)cc1F)c1ccccc1 | -9 | 8
Cc1oc2c(C)c3oc(=O)c(CCC(=O)NCCCCCC(=O)O)c(C)c3cc2c1C | 9 | 2
O=C(NC1CCCC1)[C@@H]1CCCN1C(=O)[C@@H](NS(=O)(=O)c1ccc(F)cc1F)C1CCCCC1 | 4 | -1
C[C@@H]1CN(c2ccc(N3CCN(C(=O)OC(C)(C)C)C[C@@H]3C)cc2C#N)CCN1Cc1ccccc1 | 4 | 14
Nc1nc2ccc(Cl)cc2cc1C(=O)NCCc1ccc(O)cc1 | -11 | 8
CCCCCCCCN1C(=O)[C@H](CC(=O)NCc2cccc3ccccc23)C[C@@]2(C(=O)OCC)CCCC=C12 | 20 | 21
COC(=O)/C=C1\OCc2cc(OCc3ccccc3)ccc21 | -34 | -35
COC(=O)[C@]12C[C@H](CC(=O)NCc3cccc(C(F)(F)F)c3)C(=O)N(Cc3ccccc3)C1=C[C@H](C(C)(C)C)O[C@@H]2C | 17 | 32
COC(=O)C(C(=O)OC)c1ccccc1CNS(=O)(=O)c1ccc(C)cc1 | -12 | -8
COC(=O)[C@]12C[C@H](CC(=O)N3CCCCC3)C(=O)N(Cc3ccccc3)C1=C[C@H](C(C)C)O[C@@H]2C1CC1 | 1 | -16
COC(=O)[C@]12C[C@H](CC(=O)NCCC(C)C)C(=O)N(CCC3=CCCCC3)C1=C[C@H](C(C)(C)C)O[C@@H]2C | -8 | 24
COC(=O)C[C@H]1C=C[C@@H](NC(=O)Nc2cccc(OC)c2)[C@@H](CO)O1 | 9 | 0
COC(=O)[C@]12C[C@H](CC(=O)NCCCCc3ccccc3)C(=O)N(Cc3ccccc3)C1=C[C@H](C1CCCC1)O[C@@H]2C | 6 | 6
CC(C)(C)c1ccc(C#C[C@@H]2C=C[C@@H](O)[C@@H](COC(=O)NCc3ccccc3)O2)cc1 | 0 | 9
COCCN1CCCc2nc(-c3ccc(Br)cc3)ccc21 | -57 | -237
COC(=O)C1=C(C)N(Cc2ccccc2C(F)(F)F)C(=NCc2ccccc2C(F)(F)F)NC1c1ccc(F)cc1 (configuration not stated) | 5 | -14
CCC[C@@H]1C[C@@]1(CCC)[C@@H](NP(=O)(c1ccccc1)c1ccccc1)c1ccc(C(=O)OC)cc1 | 2 | 6
COC(=O)[C@]12C[C@H](CC(=O)NCc3ccc(OC)c(OC)c3)C(=O)N(Cc3ccccc3)C1=C[C@H](C1CCCC1)O[C@@H]2C | -22 | 3

Four of the entries above in order of their number in LGR2 antag, falling:
Compound | LGR2 antag
COC(=O)C[C@H]1C=C[C@@H](NC(=O)Nc2cccc(OC)c2)[C@@H](CO)O1 | 9
Nc1nc2ccc(Cl)cc2cc1C(=O)NCCc1ccc(O)cc1 | -11
O=C(NCCc1ccccc1Cl)[C@@H]1CCCN1C(=O)[C@H](Cc1cccnc1)NC(=O)N1CCOCC1 | -14
COCCN1CCCc2nc(-c3ccc(Br)cc3)ccc21 | -57

More structures follow:
SMILES | LGR2 antag | PAX8 inh HTS
COC(=O)N1C[C@H](OC)[C@H]2C[C@@H]1c1ccccc1O2 | -5 | -1
Cc1cc(C)nc(SC(C(=O)O)c2ccccc2)n1 (configuration not stated) | 5 | 11
CC(=O)C1=C(C)N(Cc2ccccc2)C(=S)NC1c1cccc(Br)c1 (configuration not stated) | -3 | 0
O=C(O)c1ccccc1C(=O)NC1CCCCNC1=O (configuration not stated) | 6 | -3
O=C(N[C@@H](Cc1cccnc1)C(=O)N1CCC[C@H]1C(=O)NCCc1ccccc1Cl)C1CCCC1 | -7 | 4
COC(=O)c1c(-c2ccc(OC)cc2)c2c(c3c4cc(OC)ccc4n(S(=O)(=O)c4ccc(F)cc4)c13)C(=O)N(C)C2 | -8 | -1
COc1ccc(NC(=S)Nc2ccc(S(=O)(=O)N3CCCCC3)cc2)cc1 | -37 | -4
CCc1cccc(Nc2cc(C)n(-c3cccc(CC)c3)c(=O)c2)c1 | -24 | -29
CSCCC(C(=O)NCc1ccccc1)n1c(-c2ccc3c(c2)CCO3)nc2ccccc21 (configuration not stated) | -13 | -3
CCN1C(=O)N[C@H]2C[C@@H](c3ccccc3)[C@@H](C)[C@@H](C(=O)N3CCCC3)C[C@H]21 | -12 | -14
CCOC(=O)[C@]12CCCC=C1N(Cc1ccc3c(c1)OCO3)C(=O)[C@H](CC(=O)NCC1CCCCC1)C2 | 19 | 11
COCCCNC(=O)C[C@H]1C[C@@]2(C(=O)OC)C(=C[C@H](C3CCCC3)O[C@@H]2C)N(Cc2ccccc2)C1=O | 13 | -5
CCOC(=O)[C@]12CCCC=C1N(Cc1cccc3ccccc13)C(=O)[C@H](CC(=O)NCc1cccc(C(F)(F)F)c1)C2 | 12 | -7
Nc1nc2c(ncn2[C@@H]2O[C@H](C(=O)N[C@@H](Cc3ccccc3)C(=O)NCC3CCCCC3)[C@@H](O)[C@H]2O)c(=O)[nH]1 | -4 | -6
COc1ccccc1C(C(=O)c1ccccc1)c1ccc(O)cc1 (configuration not stated) | -15 | -11
CC(C)(C)NC(=O)C1c2ccccc2OCC(=O)N1CCc1ccccc1 (configuration not stated) | 30 | 10
COc1ccc(S(=O)(=O)N2CCCc3nc(-c4ccc(Br)cc4)ccc32)cc1 | 12 | -8
CCOC(=O)N1CCN(C(=O)C[C@@H]2C[C@@]3(C(=O)OCC)CCCC=C3N(Cc3ccc4c(c3)OCO4)C2=O)CC1 | 4 | 1
O=C(N[C@H](C(=O)N1CCC[C@H]1C(=O)NCCc1ccccc1Cl)c1ccccc1)c1ccc(Cl)c(Cl)c1 | 6 | 32
CN(C(=O)[C@@H](Cc1ccccc1)NC(=O)[C@H]1O[C@@H](n2ccc(=O)[nH]c2=O)[C@H](O)[C@@H]1O)C1CCCCC1 | 5 | 2
C=CCN=C1NC(CCc2ccccc2)C(C(=O)OC)=C(C)N1Cc1ccccc1C(F)(F)F (configuration not stated) | 14 | 4
CC(=O)C1=C(C)N(CC(C)C)C(=S)NC1c1cccc(Cl)c1 (configuration not stated) | 16 | -8
COc1ccccc1-c1ccc([C@@H]2C[C@H]3[C@H](CON3C)CN2CC2CCCCC2)cc1 | -20 | 5
Cc1cc(N2CCN(CC(C)(C)O)C[C@H]2C)ccc1N1CCN(Cc2ccccc2)[C@H](C)C1 | -6 | -6
COC(=O)[C@@H](N[C@H](/C=C/c1ccccc1)[C@@H](O)Cc1ccccc1)c1ccccc1 | 2 | -10
Continued:
SMILES | LGR2 antag | PAX8 inh HTS
Cc1cc(NCCc2c[nH]c3ccccc23)ccc1Oc1cccnc1 | 11 | 10
Clc1nnc(NC2CCCCC2)c(Cl)c1Cl | -12 | 5
Cc1ccc2nc3n(c(=O)c2c1)-c1cc(Cl)ccc1C(=O)NC3Cc1ccccc1 (configuration not stated) | 11 | 27
Cc1ccc(S(=O)ONc2cccc(NOS(=O)c3ccc(C)cc3)c2)cc1 (configuration not stated) | -9 | 9
C#CC1(NC(=S)Nc2cccc(OC)c2)CCCCC1 | -48 | -4
COC(=O)C1=C(C)N(Cc2ccccc2C(F)(F)F)C(=NCc2ccccc2)NC1c1ccc(C(F)(F)F)cc1 (configuration not stated) | -9 | 32
CCOC(=O)[C@]12CCCC=C1N(Cc1ccccc1)C(=O)[C@H](CC(=O)N1CCN(C(=O)c3ccco3)CC1)C2 | 21 | 71*
Clc1ccc(-c2nc3c4ccccc4ccn3c2Cc2ccsc2)cc1 | -36 | 16
CCCCCCCCN1C(=O)[C@@H](CC(=O)NCc2ccc(OC)c(OC)c2)C[C@@]2(C(=O)OC)C1=C[C@H](C1CCCC1)O[C@@H]2C | 12 | 15
CSCCC(c1nc2ccccc2[nH]1)n1c(/C=C/c2ccc(Cl)cc2)nc2ccccc21 (configuration not stated) | 16 | 26
CCOc1ccc(CCN2C(=O)C(=O)N([C@@H](CC(C)C)CN3CCC[C@H]3CN3C(=O)C(=O)NC[C@@H]3Cc3ccc(O)cc3)C[C@@H]2Cc2ccccc2)cc1 | -7 | -1
Nc1[nH]c(C(=O)c2ccc(Br)cc2)c(-c2ccc3ccccc3c2)c1C(=O)NCCc1c[nH]c2ccccc12 | 3 | 23
Cc1ccccc1OCCCN1CCC(C(O)(c2ccccc2)c2ccccc2)CC1 | ? | -10
COc1cccc(OCCNC(=O)c2ccccc2Sc2ccccc2C#N)c1 | 7 | 32
CC(C)C[C@H]1CN([C@@H](Cc2ccc(O)cc2)CN2CCC[C@H]2CN2C(=O)C(=O)NC[C@@H]2Cc2ccccc2)C(=O)C(=O)N1CCc1ccccc1 | 19 | -13
CC(C)c1cc(C(C)C)c(S(=O)(=O)NC(c2ccccn2)C23CC2C3)c(C(C)C)c1 (configuration not stated) | 10 | 8
COC(=O)[C@]12C[C@H](CC(=O)NCC3CCCCC3)C(=O)N(Cc3ccccc3)C1=C[C@H](C(C)(C)C)O[C@@H]2C | 31 | 8
N#Cc1ccc(S(=O)(=O)N2CCCc3nc(-c4ccc(Br)cc4)ccc32)cc1 | -6 | -13
CCOC(=O)C1CSC2(CCC(c3ccccc3)CC2)N1 (configuration not stated) | 1 | 16
CC(C)(C)OC(=O)N1CCC2CCN(S(=O)(=O)c3ccccc3)CC21 (configuration not stated) | -9 | 6
COC(=O)C1=C(C)N(Cc2ccc(C(F)(F)F)cc2)C(=NCc2ccccc2)NC1c1cccc(Cl)c1 (configuration not stated) | 53* | 100*
CC(C(=O)NC(C)(C)C)n1c(-c2ccccc2)nc2ccccc21 (configuration not stated) | -23 | -18
COC(=O)C1=C(C)N(C)C(=NCc2ccccc2C(F)(F)F)NC1CCc1ccccc1 (configuration not stated) | -7 | -2
Nc1ncnc2c1ncn2[C@@H]1O[C@H](C(=O)N[C@@H](CCc2ccccc2)C(=O)N2CCN(CC(=O)N3CCCC3)CC2)[C@@H](O)[C@H]1O | 0 | -7

Some of the entries so far, as labelled records:
CC(C)c1cc(C(C)C)c(S(=O)(=O)NC(c2ccccn2)C23CC2C3)c(C(C)C)c1 (configuration not stated)
  LGR2 antag = 10
  PAX8 inh HTS = 8
COC(=O)[C@]12C[C@H](CC(=O)NCC3CCCCC3)C(=O)N(Cc3ccccc3)C1=C[C@H](C(C)(C)C)O[C@@H]2C
  LGR2 antag = 31
  PAX8 inh HTS = 8

Among those listed so far, these have fluorine:
SMILES | LGR2 antag | PAX8 inh HTS
O=C(NC1CCCC1)[C@@H]1CCCN1C(=O)[C@@H](NS(=O)(=O)c1ccc(F)cc1F)c1ccccc1 | -9 | 8
O=C(NC1CCCC1)[C@@H]1CCCN1C(=O)[C@@H](NS(=O)(=O)c1ccc(F)cc1F)C1CCCCC1 | 4 | -1
COC(=O)[C@]12C[C@H](CC(=O)NCc3cccc(C(F)(F)F)c3)C(=O)N(Cc3ccccc3)C1=C[C@H](C(C)(C)C)O[C@@H]2C | 17 | 32
COC(=O)C1=C(C)N(Cc2ccccc2C(F)(F)F)C(=NCc2ccccc2C(F)(F)F)NC1c1ccc(F)cc1 (configuration not stated) | 5 | -14
COC(=O)c1c(-c2ccc(OC)cc2)c2c(c3c4cc(OC)ccc4n(S(=O)(=O)c4ccc(F)cc4)c13)C(=O)N(C)C2 | -8 | -1
CCOC(=O)[C@]12CCCC=C1N(Cc1cccc3ccccc13)C(=O)[C@H](CC(=O)NCc1cccc(C(F)(F)F)c1)C2 | 12 | -7
C=CCN=C1NC(CCc2ccccc2)C(C(=O)OC)=C(C)N1Cc1ccccc1C(F)(F)F (configuration not stated) | 14 | 4
COC(=O)C1=C(C)N(Cc2ccccc2C(F)(F)F)C(=NCc2ccccc2)NC1c1ccc(C(F)(F)F)cc1 (configuration not stated) | -9 | 32
COC(=O)C1=C(C)N(Cc2ccc(C(F)(F)F)cc2)C(=NCc2ccccc2)NC1c1cccc(Cl)c1 (configuration not stated) | 53* | 100*
COC(=O)C1=C(C)N(C)C(=NCc2ccccc2C(F)(F)F)NC1CCc1ccccc1 (configuration not stated) | -7 | -2

Screening data: PubChem BioAssay, Broad Institute

An excerpt. The share of hits here may be higher or lower than overall.
